# Xi reactivation = activators of inactive X chromosome reactivation, primary screen, imaging, XiGFP fibroblasts, GFP high-content imaging, set 2; XiGFP mouse fibroblasts, % GFP-positive cells imaging, 3 d; cells co-treated with 5-aza-dC sensitizer; scaled so ellipticine positive control = 100%; AID 743238, 2013; 360,000 compounds, 0.055% hits; activation, % at 7.58 µM;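 active means mean normalized replicate activation at least 10% and every replicate at or above 10%; inconclusive means only one of the two criteria met; inactive means mean below 10% and not all replicates reach 10%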;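 further: 0% = median of on-plate neutral control wells and 100% = ellipticine 6 µM median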
#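 System: SV40-immortalized XiGFP fibroblast cells, line 68-5-11 / Incubation: 3-day compound exposure, then 15 min fixation at room temperature / Compound: single concentration per compound, delivered by pin transfer / Buffer or medium: DMEM plus 5-aza-dC sensitizer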
# FN deposit inh = inhibitors of fibronectin matrix deposition, primary screen, AH1F cells, Alexa488-fibronectin fluorescence, plate reader; inhibition, % at 12.6 µM; 350,000 compounds, 0.086% hits; AID 743247, 2014; AH1F fibroblasts, overnight;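 active means mean inhibition across replicates of 30% or more, regardless of how many single replicates reach that level; inconclusive means mean under 30% yet at least half of replicates reach 30%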;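 further: positive control wells lacked labelled fibronectin entirely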
#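 Material: AH1F fibroblast monolayer depositing Alexa488-labelled fibronectin into matrix | Input: 10000 AH1F cells/well | Medium: DMEM plus 2% serum, read in PBS | Reagent: Alexa488-fibronectin, 24 nM final in well | Compound dosing: One dose per compound, pinned | Schedule: 1 h adhesion, overnight exposure | Measured by: Fluorescence at 485 nm excitation, 525 nm emission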
# esBAF inh = Bmi1 luciferase reporter increase in mESCs, primary screen, esBAF inhibitor project, mouse ES cells, Bmi1 luciferase knock-in, single point; 24 h; 100% = twice the neutral-well signal; reporter increase, % at 12.5 µM; 350,000 compounds, 2% hits; AID 602393, 2012; in the data active means activation above about 40%; inconclusive means no clear call, values can overlap the other calls;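 further: 0% = median of the plate's neutral control wells and 100% = double that signal; a rise in the Bmi1 reporter signal indicates esBAF inhibition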
# E-sel inducer = E-selectin induction in HUVECs, primary screen, imaging, HUVEC, immunofluorescence imaging, single point; 260,000 compounds, 0.37% hits; P16581; AID 686992, 2013; normalized: neutral wells 0, TNF-alpha wells 100; activation, % at 7.58 µM;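 active means mean E-selectin-positive cell signal at least 10% of the positive control, reached in at least 60% of replicates, without over 20% cell loss; inconclusive means no rule given, readout overlaps actives, possibly toxicity-flagged; inactive means the rest, including those meeting only one limit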;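 further: in these data hits start at about 27%; measured in HUVEC primary endothelial cells; signal is the percent of cells scored E-selectin positive by PE staining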
# Target sequence (P16581 whole entry, looked up): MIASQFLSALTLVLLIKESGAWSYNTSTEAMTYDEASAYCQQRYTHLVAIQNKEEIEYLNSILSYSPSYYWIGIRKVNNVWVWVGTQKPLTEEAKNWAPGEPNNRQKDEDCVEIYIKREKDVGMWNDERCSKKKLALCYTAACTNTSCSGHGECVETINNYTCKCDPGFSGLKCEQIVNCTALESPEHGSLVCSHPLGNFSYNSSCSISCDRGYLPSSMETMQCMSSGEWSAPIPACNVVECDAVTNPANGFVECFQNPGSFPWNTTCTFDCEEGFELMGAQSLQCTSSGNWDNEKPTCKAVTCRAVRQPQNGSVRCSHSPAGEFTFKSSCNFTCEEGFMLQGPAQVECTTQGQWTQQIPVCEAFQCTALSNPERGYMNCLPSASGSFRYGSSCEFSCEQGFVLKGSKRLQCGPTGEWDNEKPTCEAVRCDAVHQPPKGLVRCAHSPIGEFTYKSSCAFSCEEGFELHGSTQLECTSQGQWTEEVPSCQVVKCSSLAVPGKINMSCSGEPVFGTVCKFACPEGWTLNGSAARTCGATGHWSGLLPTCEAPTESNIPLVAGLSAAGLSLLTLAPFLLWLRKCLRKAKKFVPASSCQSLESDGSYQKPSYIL
#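 Assay system: HUVEC primary endothelial cells. Input: 3,000 HUVEC seeded per well. Doses: one compound dose added by pin transfer. Read-out basis: % PE-positive cells. Benchmarks: TNF-alpha high, DMSO low. Detection: immunofluorescence imaging. Buffer or medium: EGM-2, gelatin.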
# S100A4 inh HTS = inhibitors of S100A4-myosin IIA peptide binding, primary screen, biochemical, fluorescence polarization, TAMRA-MyoIIA peptide; 360,000 compounds, 0.14% hits; inhibition, % at 10.7 µM;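 active means mean inhibition of at least 70% across replicates, with every replicate also reaching that level; inconclusive means mean inhibition reaches 70% but some replicates fall short; inactive means mean inhibition below 70%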
#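 Material: S100A4 monomer protein | Medium: HEPES pH 7.2 with CaCl2, KCl, NaCl, DTT, Triton | Reagent: Labelled myosin peptide probe, 5 nM | Doses: One dose per compound | Times: 5 min incubation before reading | Benchmarks: Neutral control DMSO, positive control TFP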
# RAD52 inh = RAD52 DNA annealing inhibitors, primary screen, biochemical, FRET, single point, set 2; recombinant RAD52 DNA annealing, FRET fluorescence; inhibition, % at 18.7 µM; 360,000 compounds, 0.46% hits; AID 651710, 2012;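 active means every replicate showing at least 50% inhibition; inconclusive means mean inhibition at least 50% but not in every replicate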
# Target sequence (P43351 whole entry, looked up): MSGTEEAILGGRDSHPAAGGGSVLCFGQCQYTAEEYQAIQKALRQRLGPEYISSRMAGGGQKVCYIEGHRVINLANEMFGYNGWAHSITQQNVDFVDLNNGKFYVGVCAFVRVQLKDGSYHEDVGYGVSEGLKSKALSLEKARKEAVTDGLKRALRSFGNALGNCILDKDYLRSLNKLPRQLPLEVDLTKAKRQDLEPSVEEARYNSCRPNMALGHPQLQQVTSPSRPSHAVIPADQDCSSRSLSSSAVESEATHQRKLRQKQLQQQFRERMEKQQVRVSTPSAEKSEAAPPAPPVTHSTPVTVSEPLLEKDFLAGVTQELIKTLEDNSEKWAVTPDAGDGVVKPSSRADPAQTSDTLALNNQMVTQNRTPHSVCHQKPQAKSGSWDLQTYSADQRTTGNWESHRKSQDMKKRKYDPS
# RAD54 branch = inhibitors of human RAD54 branch migration, primary screen, biochemical, fluorescence, single point; inhibition, % at 10.4 µM; 360,000 compounds, 0.14% hits; RAD54 Holliday junction branch migration, FAM/BHQ fluorescence; AID 602329, 2012;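 active means mean normalized replicate activity at least 40 and at least half of replicates scoring 40 or more; inconclusive means only one of the two criteria met; inactive means mean below 40 and under half of replicates reaching 40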;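 further: 0% = median of neutral control wells and 100% = median of positive control wells; inhibitors cause a drop in the FAM fluorescence signal; in these data hits start at about 50%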
# EWS-Fli inh = EWS/Fli-driven NR0B1 reporter inhibitors, primary screen, A673 cells, NR0B1 luciferase, luminescence, MLPCN library. 350,000 compounds, 0.67% hits. viability-normalised. inhibition, % at 12.6 µM;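 active means mean inhibition of at least 50% after viability correction, with every replicate also passing that limit; inconclusive means mean reaches 50% but only one of two replicates passes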;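 further: firefly luciferase signal divided by Alamar Blue viability fluorescence both relative to DMSO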
# * hit, by the source's call; ? = inconclusive; nt = not tested or not shown.
SMILES,Xi reactivation,FN deposit inh,esBAF inh,E-sel inducer,S100A4 inh HTS,RAD52 inh,RAD54 branch,EWS-Fli inh
COc1ccc(CN(C)C[C@@H]2Oc3ccc(NC(=O)CCCN(C)C)cc3C(=O)N([C@H](C)CO)C[C@H]2C)cc1,0.6,nt,-3,-16,-3,1,-11,-3
CC(C)C[C@@H](CO)N1CCN(CCCc2ccccc2)CCC1=O,0.1,5,-2,0.0,-4,-6,-5,-3
CCc1nnc(NS(=O)(=O)c2ccc(NC(=S)NC(=O)/C=C/c3ccccc3)cc2)s1,0.0,4,nt,nt,1,-15,nt,1
COC(=O)c1cccc(-c2ccc(C(c3c(C)[nH][nH]c3=O)c3c(C)[nH][nH]c3=O)o2)c1,0.2,-1,8,nt,31,-28,2,-14
Cc1ccc(S(=O)(=O)N(C)C[C@@H]2Oc3ccc(NC(=O)C4CC4)cc3C(=O)N([C@H](C)CO)C[C@H]2C)cc1,-0.8,-9,-2,32,-5,0,12,3
COCC(=O)N1C[C@@H](C)[C@@H](OC)CN(C)C(=O)c2cc(NC(=O)c3cnccn3)ccc2OC[C@H]1C,-0.3,-7,-3,0.6,-3,15,-9,5
C[C@H](CO)N1C[C@H](C)[C@@H](CN(C)C(=O)Nc2ccccc2)Oc2ccc(NS(=O)(=O)c3cn(C)cn3)cc2CC1=O,0.3,nt,-5,0.5,4,-9,-2,-7
C[C@@H]1CN([C@H](C)CO)C(=O)c2cc(-c3ccccc3F)cnc2O[C@@H]1CN(C)C(=O)c1cnccn1,-0.7,6,-8,3.4,-1,1,2,4
O=C(Nc1ccc(Cl)cc1)c1csc([C@@H]2O[C@H](CO)[C@H](O)[C@H](O)[C@H]2O)n1,0.0,-6,-4,0.1,-2,-16,-13,-4
O=C(Nc1ccccc1F)N[C@@H]1CC[C@H](CCNC(=O)C2CCCC2)O[C@@H]1CO,0.0,-2,-6,-0.1,-4,-4,10,2
CCCN1C2CCCC1CC(NC(=O)c1ccccc1OC)C2 (configuration not stated),0.1,3,6,nt,-4,-3,-4,3
CC(OC(=O)CCNS(=O)(=O)c1ccccc1)C(=O)Nc1ccc(S(=O)(=O)N2CCCCC2)cc1 (configuration not stated),0.0,3,4,-0.4,1,-5,-13,6
COc1ccc(C(C)=O)cc1COC(=O)CCNS(=O)(=O)c1ccc(C(C)=O)cc1,0.3,-11,nt,nt,-7,-7,-4,nt
C[C@H](CO)N1C[C@H](C)[C@H](CN(C)C(=O)Nc2ccc(C(F)(F)F)cc2)Oc2ccc(NS(=O)(=O)c3cn(C)cn3)cc2CC1=O,-0.1,nt,-1,nt,9,1,nt,-3
C[C@]12C(=O)N(c3ccc(Cl)cc3)C(=O)N1[C@@H]1c3ccccc3OC[C@@H]1[C@H]2c1ccccc1,0.0,-2,5,-0.1,2,-16,2,0
COc1ccccc1CNC(=O)C(=O)c1cn(CC(=O)N2CCOCC2)c2ccccc12,0.2,29,9,2.2,7,1,-9,0
COc1ccc(S(=O)(=O)Nc2ccc3c(c2)CC(=O)N([C@@H](C)CO)C[C@H](C)[C@@H](CN(C)S(=O)(=O)c2ccc(Cl)cc2)O3)cc1,-0.5,nt,0,-0.4,23,12,-4,-9
CCc1ccc2c(c1)NC(=O)C2(C)Cc1ccc(F)cc1 (configuration not stated),0.1,6,8,0.2,-3,-6,-7,-4
O=C(C1CC=CCC1)N1CCN(S(=O)(=O)c2ccc(F)cc2)CC1 (configuration not stated),-0.1,-8,nt,nt,-1,0,1,-6
COc1ccc2c3c([nH]c2c1)[C@H](CO)N(C(=O)Nc1ccc(F)cc1)CC31CCN(S(=O)(=O)c2ccc(C)cc2)CC1,0.2,nt,nt,-0.6,?,6,nt,14
CCOc1ccc(CCNC(=O)c2[nH]c(C)c(C(C)=O)c2C)cc1OCC,0.1,7,nt,nt,21,-23,nt,9
C(=Cc1c[nH]c2ccccc12)c1nccc2ccccc12,0.0,-89,-43,nt,-46,-27,-18,22
COc1ccc(NS(=O)(=O)c2cn(C)cn2)cc1Cl,0.0,2,0,nt,-3,-23,-4,nt
COc1ccccc1NC(=O)N1CCCCN2[C@H](CO)[C@H](c3ccc(-c4cccc(C)c4)cc3)[C@@H]2C1,0.0,nt,nt,-0.6,1,-2,-6,14
C[C@H](CO)N1C[C@H](C)[C@H](CN(C)Cc2cncnc2)Oc2cc(C#C[C@@H](C)O)ccc2S1(=O)=O,0.2,-2,-3,-0.6,-22,1,8,-7

# The results go on:
SMILES,Xi reactivation,FN deposit inh,esBAF inh,E-sel inducer,S100A4 inh HTS,RAD52 inh,RAD54 branch,EWS-Fli inh
CCCCn1c(O)c(N=NC(=O)c2ccncc2)c2cc(Br)ccc21,0.0,4,nt,nt,-4,-7,-15,13
O=C(COC(=O)COc1ccc(Br)cc1)NC1CCS(=O)(=O)C1 (configuration not stated),0.3,0,2,0.3,-1,-20,2,-9
Cc1ccc(CNS(=O)(=O)c2ccc(CN3C(=O)c4cccnc4C3=O)cc2)o1,0.1,-27,-6,nt,-1,2,-11,-3
CCOc1ccc(S(=O)(=O)Nc2cc(F)ccc2F)c2cccnc12,0.0,1,-3,nt,-7,-1,4,-15
CC1CCCN(C(=O)Nc2ccc([N+](=O)[O-])cc2)C1 (configuration not stated),-0.1,-3,nt,-0.1,5,-92,nt,-28
CCc1ccc(N2CC(C(=O)N(CC)CC(=O)Nc3c(F)cccc3F)CC2=O)cc1 (configuration not stated),0.0,3,5,nt,-5,8,4,-4
CC1(C)CC(=NNC(=O)c2n[nH]c3c2CCC3)CC(C)(C)N1,0.2,-12,nt,nt,-27,6,nt,-3
CCCCN1CC(=O)N2[C@H]3c4ccccc4OC[C@@H]3[C@H](c3ccccc3)[C@]2(C)C1=O,0.0,2,-4,0.0,6,-12,6,3
Cc1ccc(C(=O)NCC(=O)OCC(=O)Nc2ccccc2C#N)s1,0.3,nt,nt,nt,-1,-6,nt,-5
Cc1c(C(=O)NCC(C)C)sc2nc(-c3ccc(F)cc3)cn12,0.4,-3,50*,nt,-2,-8,9,-83
CCCN(Cc1cc2ccccc2[nH]c1=O)C(=O)c1cccc([N+](=O)[O-])c1,-0.1,5,0,nt,5,-10,-3,-6
O=C(c1cccc(F)c1)N1CCCCN2[C@H](C1)[C@@H](c1ccc(-c3ccc(F)cc3)cc1)[C@@H]2CO,nt,nt,nt,nt,-3,22,4,-13
COc1cccc(/C=C/C(=O)OCC(=O)c2c(N)n(C)c(=O)n(C)c2=O)c1,0.2,2,-4,-0.4,-5,-10,-8,7
CCOC(=O)N1CCN(C(=O)COc2ccc(Cl)cc2)CC1,nt,nt,-2,nt,-1,4,2,-3
Cc1ccsc1CN(C)CC(=O)Nc1cccc(S(=O)(=O)N(C)c2ccccc2)c1,0.1,-2,nt,-0.7,-6,-17,nt,-8
CCCCNC(=O)C[C@@H]1C[C@@]2(C(=O)OC)CC(C)(C)CC=C2N(Cc2ccco2)C1=O,0.2,-1,nt,-0.1,0,6,nt,-13
CCS(=O)(=O)N1Cc2ccccc2CC1C(=O)Nc1ccccc1OC (configuration not stated),0.0,-10,1,2.2,23,-27,10,4
CCOC(=O)c1nc2c(=O)n(C)c(=O)n(C)c2n(C)c1=O,0.2,1,nt,5.3,-2,0,nt,13
O=C(N/N=C\c1ccc(O)c([N+](=O)[O-])c1)C1COc2ccccc2O1 (configuration not stated),0.1,-1,-7,0.0,-1,-1,11,3
OC[C@H]1[C@@H](c2ccc(-c3ccccc3)cc2)[C@H]2CN(Cc3cncnc3)CCCCN21,0.2,nt,nt,0.0,4,-16,-11,2
CCOC(=O)c1sc(C)c(C(N)=O)c1NC1=NCCCCC1,nt,nt,-2,nt,-1,-24,0,8
CSc1ncccc1C(=O)OCC(=O)N1CCCC1,-0.1,10,10,nt,3,-7,0,-1
CCC(NS(=O)(=O)c1cnn(CC)c1)c1ccccc1 (configuration not stated),0.0,-1,-2,nt,0,-2,0,1
COCC(=O)Nc1ccc2c(c1)OC[C@H](C)N(C(=O)Cc1ccccn1)C[C@H](C)[C@@H](OC)CN(C)C2=O,0.2,-16,-3,0.0,-1,9,-4,2
Cc1ccc(-c2cc(-c3ccco3)c(C#N)c(=O)[nH]2)cc1,0.0,4,nt,0.1,0,-28,nt,-6

# (further entries)
SMILES,Xi reactivation,FN deposit inh,esBAF inh,E-sel inducer,S100A4 inh HTS,RAD52 inh,RAD54 branch,EWS-Fli inh
CCS(=O)(=O)Nc1ccc2c(c1)C(=O)N(C)C[C@H](OC)[C@H](C)CN(C(C)=O)[C@@H](C)CO2,0.2,-13,2,0.4,4,7,1,7
C[C@H](CO)N1C[C@H](C)[C@H](CN(C)C(=O)Nc2ccc(F)cc2)Oc2ccc(NC(=O)Nc3cccc4ccccc34)cc2C1=O,-0.1,nt,7,0.4,-11,-5,-3,5
CC(=O)N=c1scc(-c2ccccc2)n1-c1cccc(O)c1,0.0,-17,4,nt,-7,-6,-3,6
O=C(O)CN1C(=O)/C(=C\c2cc(Br)ccc2OCc2ccc(F)cc2)SC1=S,0.1,2,-5,0.0,-4,-29,-4,-3
COc1ccc(Cc2c(C)nc(N)nc2Cl)cc1,0.6,-7,nt,nt,-2,-6,nt,4
CN1c2ccc(Br)cc2[C@H]2[C@H](CCN2S(=O)(=O)c2cccc(F)c2)[C@@H]1CO,0.0,6,3,-0.6,-1,1,14,17
C#CCOCCOCCOCCNc1nc(N2CCOCC2)nc(N2CCN(C(=O)[C@H](CCCCN)n3cc(CCC(=O)O)nn3)CC2)n1,0.1,20,2,0.9,-2,-6,-19,-3
O=C(NCC[C@@H]1CC[C@@H](NC(=O)C2CC2)[C@H](CO)O1)c1cnccn1,-0.3,5,-2,-0.1,50,1,-2,-5
COc1ccc(-c2cnc3c(c2)C(=O)N([C@@H](C)CO)C[C@@H](C)[C@H](CN(C)Cc2cccnc2)O3)cc1,0.5,-2,-6,3.4,2,17,-4,6
O=S1(=O)N=C(Oc2cccc3ccccc23)c2ccccc21,nt,nt,0,nt,4,-10,0,nt
Cc1nc(N2CCN(C(=O)c3ccco3)CC2)nc2c1C(=O)CCC2,0.1,0,41*,-0.1,-2,-10,-14,nt
